# Screening results as filed in PubChem.
# COUP-TFII inh: inhibitors of human COUP-TFII (NR2F2). HEK293T NGFI-A luciferase reporter, luminescence. inhibition, % at 8.6 µM. P24468. AID 686940. 0.7% of 370,000 active;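 active means inhibition above a per-plate cutoff, mean inhibition of test wells between control levels plus 3 SD, cut at about 38% in these data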;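 further: cells cotransfected with COUP-TFII expression vector driving the NGFI-A reporter; 0% = median of COUP-TF2 test wells and 100% = reporter-only cells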
# NCOA3 inh: inhibits human SRC3 coactivator; Q9Y6Q9; 0.17% of 360,000 active; HEK293 GAL4-SRC3 luciferase reporter, luminescence; inhibition, % at 3.6 µM; AID 588352;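 active means inhibition above a per-campaign cutoff, the mean of all compounds plus 3 SD, cut at about 60% in these data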;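 further: 0% = DMSO-treated cells and 100% = gossypol-treated cells at 36 µM; higher means less SRC3-driven luciferase light from the GAL4 reporter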
# TWEAK-Fn14 inh: TWEAK-Fn14 signaling inhibition; TWEAK-stimulated Fn14 reporter cells, luciferase luminescence, 8 h; inhibition, % at 10 µM; 2% of 360,000 active; in the data active means inhibition above about 50%
# LMP1 NFkB inh: reduces LMP1-driven NF-kappaB luciferase signal; inhibition, % at 12.5 µM; 0.69% of 350,000 active; LMP1-induced NF-kappaB luciferase reporter cells, luminescence; in the data active means inhibition above about 41%;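 further: 0% = neutral control wells and 100% = reference inhibitor control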
# SRC1 inh: inhibits human SRC1 coactivator | Q15788 | HEK293 GAL4-SRC1 luciferase reporter, luminescence | inhibition, % at 3.6 µM | 0.12% of 360,000 active;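 active means inhibition above the campaign mean plus 3 SD, with each screening campaign given its own cutoff, cut at about 60% in these data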;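 further: 0% = DMSO treated cells and 100% = gossypol at 36 µM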
# NOD2-RIPK2 inh: blocks binding of human NOD2 to RIPK2; O43353; CHO BLA complementation NOD2-RIPK2, CCF4 ratio; inhibition, % at 4.98 µM; 0.38% of 360,000 active; in the data active means inhibition above about 21%;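 further: 0% = vehicle only and 100% = reference blocker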
# LRH-1 inv ag: NR5A2 inverse agonism in reporter assay | O00482 | HEK293T StAR-luciferase reporter, LRH-1 transfected, 24 h | inhibition, % at 3.6 µM | 0.13% of 360,000 active | AID 602396;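 active means inhibition above the mean inhibition of all tested compounds plus 3 SD, cut at about 73% in these data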;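 further: 0% = DMSO wells and 100% = reporter-only cells lacking LRH-1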
# TLR9-MyD88 block: inhibitors of human TLR9-MyD88 binding; Q9NR96+Q99836; CHO BLA complementation TLR9-MyD88, CCF4 FRET ratio; inhibition, % at 4.98 µM; 0.21% of 340,000 active;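 active means inhibition above the mean over all tested compounds plus 3 SD, cut at about 21% in these data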;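 further: 0% = DMSO only wells and 100% = clavulanate BLA inhibitor control wells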
# C8 TRAIL sens: caspase-8 TRAIL sensitization; NB7+C8 cells + TRAIL, ATPlite viability luminescence; 1% of 360,000 active; inhibition (viability loss, TRAIL sensitization), % at 10 µM;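 active means compounds causing at least 50% loss of cell viability in the single-dose screen, relative to plate controls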
# TROY signal inh: inhibitors of TROY-dependent NF-kB signaling. AID 1347056. Q293 LMP1-TROYcd NF-kB luciferase reporter, 4 h. inhibition, % at 10 µM. 0.98% of 360,000 active;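 active means compounds whose plate-normalised and pattern-corrected inhibition of the luciferase reporter signal at the single screening dose is 50% or more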
# NCOA2 inhibitor: inhibits human steroid receptor coactivator 2; Q15596; HEK293 GAL4-SRC2 luciferase reporter, luminescence; inhibition, % at 9 µM; 0.17% of 370,000 active; AID 651957;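 active means inhibition above the mean inhibition of all tested compounds plus 3 SD, set per campaign, cut at about 52% in these data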;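 further: 0% = DMSO treated cells and 100% = cells given Gossypol at 36 µM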
# * hit, by the source's call; . = no result given. These rows are one share of the data (hit frequency here may not be typical).
SMILES,COUP-TFII inh,NCOA3 inh,TWEAK-Fn14 inh,LMP1 NFkB inh,SRC1 inh,NOD2-RIPK2 inh,LRH-1 inv ag,TLR9-MyD88 block,C8 TRAIL sens,TROY signal inh,NCOA2 inhibitor
C=CCn1c(Cc2cccs2)nnc1SCC(=O)NCc1ccco1,6,-3,-47,3,-3,-1,8,-1,-9,-1,-30
CN1OC[C@@H]2CN(C(=O)c3cccnc3)[C@H](c3ccc(N4CCCCC4)cc3)C[C@@H]21,-3,11,15,.,8,-6,3,.,-18,11,6
OCCN(Cc1ccccc1)Cc1ccccc1Cl,6,11,1,7,-13,-2,11,4,-5,-14,-18
O=C(Cc1nc2ccccc2[nH]1)c1ccc(Cl)cc1,-40,-19,9,-9,-65,4,-35,-7,-12,-41,-33
COc1ccc(-c2noc(CN3CCCC(OCc4ccccn4)C3)n2)cc1 (stereo unspecified),2,-10,16,12,0,-5,10,1,33,-13,11
Cc1c(C)n(Cc2ccccc2)c2ncnc(N)c12,17,10,16,14,0,1,-20,-8,-8,11,9
Clc1ccc(Sc2ccccn2)cc1,-21,-13,5,-10,16,-10,5,3,4,5,1
COc1cc(OC)cc(C(=O)Nc2nnc(SCC(=O)NCC3CCCO3)s2)c1 (stereo unspecified),12,4,-12,-4,-24,-3,4,-7,7,7,-27
O=C(CN1C(=O)C(=O)N(C2CCCC2)C1=O)NCCc1ccc(F)cc1,4,-1,-9,-3,-2,-9,-12,-7,12,-2,-36
O=C(Nc1ccc2c(c1)OCCO2)C(=S)NCc1ccccc1,-12,-3,-11,-13,-32,2,-17,2,-10,-49,-25
O=C(CNCc1ccccc1Cl)NCc1ccco1,-6,5,-2,-1,-13,-5,0,-18,-7,-3,10
Cc1ccc(NC(=O)COc2ccc(/C=N/NC(=O)CSCc3ccccc3)cc2)cc1,-8,2,-16,3,-6,-5,-2,2,10,-14,-29
Cc1c(C(=O)NC2=NCCS2)oc2ccccc12,-46,-86,57*,5,-83,-9,-120,-8,25,-14,-24
CCOC(=O)C1(Cc2cccc(Cl)c2)CCCN(C(=O)c2cc(CC)on2)C1 (stereo unspecified),-3,-19,-13,-11,-52,-3,-16,-7,1,-18,-31
COc1ccccc1C(=O)NCC(=O)N1CCN(S(=O)(=O)c2ccccc2C(F)(F)F)CC1,-4,25,-16,3,-6,10,-5,1,10,-19,-24
O=C(CCN1CCc2ccccc2C1)c1ccc2c(c1)OCCO2,.,-3,25,5,4,2,-3,-5,7,-28,.
Cc1c(C(=O)N2CCCC2)nnn1-c1nonc1N,16,5,-8,2,0,-3,17,0,-1,-3,3
OCC[C@H]1C[C@@H](O)[C@H](O)[C@@]2(CCCO2)O1,-9,9,-6,0,7,3,-9,-3,-9,-20,16
O=C(N/N=C/c1cc2cc3c(cc2nc1Cl)OCO3)c1ccncc1,-1,13,4,-3,2,-15,-2,-9,-3,-19,-48
COC(=O)C1=C(C(=O)OC)[C@@H]2N(C)c3ccccc3[C@@]23C[C@@H](C(=O)OC)N(C(=O)COCc2ccccc2)C3=N1,.,-10,-2,9,5,-6,14,-3,-2,6,.
COc1ccc(/C(O)=C2/C(=O)C(=O)N(c3ccccn3)C2c2ccc(OC)c(OC)c2)cc1 (stereo unspecified),0,3,1,3,3,11,-12,-10,3,-9,-4
COc1cc(C2c3cc4c(cc3OC(NCCc3ccccc3)C2C)OCO4)cc(OC)c1OC (stereo unspecified),-48,3,5,8,8,-3,19,-5,-1,15,0
COc1ccc(Cl)cc1NC(=O)CN(C)C(=O)c1cc2ccccc2cc1OC,2,10,4,2,-17,6,20,-5,-22,22,22
Cc1cc(-c2nnc(CCC(=O)N(CC3CCC3)CC3CCCO3)o2)no1 (stereo unspecified),0,-29,-45,-16,-29,-8,-32,-11,2,-17,-24
COc1ccc(OC)c(Nc2ccc(Nc3cc(OC)ccc3OC)nn2)c1,23,20,-9,7,18,-16,20,6,-1,-3,21

# Two entries from above, with values under each structure:
# Screens in order: COUP-TFII inh, NCOA3 inh, TWEAK-Fn14 inh, LMP1 NFkB inh, SRC1 inh, NOD2-RIPK2 inh, LRH-1 inv ag, TLR9-MyD88 block, C8 TRAIL sens, TROY signal inh, NCOA2 inhibitor
- OCC[C@H]1C[C@@H](O)[C@H](O)[C@@]2(CCCO2)O1
 : -9, 9, -6, 0, 7, 3, -9, -3, -9, -20, 16
- Cc1cc(-c2nnc(CCC(=O)N(CC3CCC3)CC3CCCO3)o2)no1 (stereo unspecified)
 : 0, -29, -45, -16, -29, -8, -32, -11, 2, -17, -24

# Molecules from the list above containing four or more nitrogen atoms (nine):
SMILES,COUP-TFII inh,NCOA3 inh,TWEAK-Fn14 inh,LMP1 NFkB inh,SRC1 inh,NOD2-RIPK2 inh,LRH-1 inv ag,TLR9-MyD88 block,C8 TRAIL sens,TROY signal inh,NCOA2 inhibitor
C=CCn1c(Cc2cccs2)nnc1SCC(=O)NCc1ccco1,6,-3,-47,3,-3,-1,8,-1,-9,-1,-30
CN1OC[C@@H]2CN(C(=O)c3cccnc3)[C@H](c3ccc(N4CCCCC4)cc3)C[C@@H]21,-3,11,15,.,8,-6,3,.,-18,11,6
COc1ccc(-c2noc(CN3CCCC(OCc4ccccn4)C3)n2)cc1 (stereo unspecified),2,-10,16,12,0,-5,10,1,33,-13,11
Cc1c(C)n(Cc2ccccc2)c2ncnc(N)c12,17,10,16,14,0,1,-20,-8,-8,11,9
COc1cc(OC)cc(C(=O)Nc2nnc(SCC(=O)NCC3CCCO3)s2)c1 (stereo unspecified),12,4,-12,-4,-24,-3,4,-7,7,7,-27
Cc1c(C(=O)N2CCCC2)nnn1-c1nonc1N,16,5,-8,2,0,-3,17,0,-1,-3,3
O=C(N/N=C/c1cc2cc3c(cc2nc1Cl)OCO3)c1ccncc1,-1,13,4,-3,2,-15,-2,-9,-3,-19,-48
Cc1cc(-c2nnc(CCC(=O)N(CC3CCC3)CC3CCCO3)o2)no1 (stereo unspecified),0,-29,-45,-16,-29,-8,-32,-11,2,-17,-24
COc1ccc(OC)c(Nc2ccc(Nc3cc(OC)ccc3OC)nn2)c1,23,20,-9,7,18,-16,20,6,-1,-3,21

# The results go on:
SMILES,COUP-TFII inh,NCOA3 inh,TWEAK-Fn14 inh,LMP1 NFkB inh,SRC1 inh,NOD2-RIPK2 inh,LRH-1 inv ag,TLR9-MyD88 block,C8 TRAIL sens,TROY signal inh,NCOA2 inhibitor
O=C(CS(=O)(=O)c1ccc(Cl)cc1)Nc1nccs1,-2,-2,-10,7,-1,4,0,-14,-5,5,5
COc1ccc(-c2ccc3c(c2)S(=O)(=O)c2cccc(C(=O)N4CCN(c5ccccn5)CC4)c2C3=O)cc1OC,-4,-16,22,4,-29,-9,5,3,23,9,-10
COc1cccc(CNC(=O)Cc2ccc(S(=O)(=O)N3CCOCC3)s2)c1,-10,3,-4,5,-13,-4,5,4,-12,-10,-16
CCN(CCn1cccn1)C(=O)CC1C(=O)NCCN1Cc1ccc(F)c(F)c1 (stereo unspecified),23,19,4,2,-13,-4,10,2,-1,9,27
COc1ccc(S(=O)(=O)NCc2cc(-c3ccccc3Cl)no2)cc1,11,16,21,-4,9,0,18,-2,-4,-3,-6
O=c1c(-c2ccccc2Cl)coc2c(CN3CCCCC3)c(O)ccc12,14,1,64*,-7,-2,5,1,-4,-4,3,-23
O=C(Nc1ncc(C(F)(F)F)cc1Cl)C1COc2ccccc2O1 (stereo unspecified),-7,10,0,3,-10,-10,-24,1,3,-15,-24
CCc1ccc(N2CC(C(=O)N/N=C/c3ccccc3)CC2=O)cc1 (stereo unspecified),7,-29,-15,-2,-4,-6,-21,0,15,-5,-9
O=C(Cc1ccc(S(=O)(=O)N2CCOCC2)s1)N1CCN(S(=O)(=O)c2cccc(Cl)c2)CC1,-13,-26,-13,-6,15,7,2,-16,-1,14,5
Cc1ccc(C(=O)Nc2ccc3nc(C)sc3c2)o1,-24,-85,-20,-14,-79,-4,-130,-5,16,-67,-56
Cc1cc(C)cc(N2C(=O)C3CCCN3C2=S)c1 (stereo unspecified),-13,12,21,1,11,-12,7,-4,9,1,-3
Cc1ccc(C)c(-n2c(N)c(C(N)=O)sc2=S)c1,19,-1,-20,5,-3,1,2,8,-4,-23,-19
Cc1ccc(OCC(=O)Nc2cccc(S(=O)(=O)N3CCOCC3)c2)c([N+](=O)[O-])n1,-7,9,-14,-1,7,-8,-13,6,-5,-3,-18
COc1ccc(Br)cc1CNC(=O)C1CCN(c2nnc(N3CCCC3=O)s2)CC1,1,-17,-2,-4,10,-7,-7,-6,-8,21,-1
NC(=N\N=Cc1ccco1)/C(N)=N/N=Cc1ccco1,-22,-29,72*,-22,-84,-1,-41,-4,9,-12,-17
CCCCOc1cccc(C2C(C(=O)c3ccc(C)o3)=C(O)C(=O)N2Cc2ccco2)c1 (stereo unspecified),9,16,0,5,7,-14,11,12,1,11,-7
COC(=O)c1cc(S(=O)(=O)NCc2ccc(S(N)(=O)=O)cc2)oc1C,-3,6,-1,-5,-26,-6,-19,9,-1,15,2
O=C(c1ccccc1)c1ccc2ccccc2c1,-32,-42,-20,-14,-33,3,-11,2,4,-62,-39
CCOCCn1c(=NC(=O)/C=C/c2ccccc2Cl)sc2cc(NC(C)=O)ccc21,6,5,6,0,-22,-3,5,-1,2,-11,-1
